# From PubChem
# GLP-1R inv ag: qHTS of GLP-1 Receptor Inverse Agonists (Inhibition Mode); Potency, µM (series often up to 38.3 µM), without a hit: top-dose activity change, negative = inhibition, actives largely listed as inhibitors; 410,000 tested, 1.6% active; HEK293 GLP-1R CRE-luciferase, luminescence, 24 h; GLP-1R form is constitutively active; AID 624417, 2012; Glucagon-like peptide 1 receptor (Homo sapiens), P43220; also: potency is read from the fitted curve at half-maximal effect; % is scaled to controls: 0 for no effect and ±100 for the full control effect; nearly all actives have a fitted effect of over 55% in size
# Target sequence (P43220 whole entry, looked up): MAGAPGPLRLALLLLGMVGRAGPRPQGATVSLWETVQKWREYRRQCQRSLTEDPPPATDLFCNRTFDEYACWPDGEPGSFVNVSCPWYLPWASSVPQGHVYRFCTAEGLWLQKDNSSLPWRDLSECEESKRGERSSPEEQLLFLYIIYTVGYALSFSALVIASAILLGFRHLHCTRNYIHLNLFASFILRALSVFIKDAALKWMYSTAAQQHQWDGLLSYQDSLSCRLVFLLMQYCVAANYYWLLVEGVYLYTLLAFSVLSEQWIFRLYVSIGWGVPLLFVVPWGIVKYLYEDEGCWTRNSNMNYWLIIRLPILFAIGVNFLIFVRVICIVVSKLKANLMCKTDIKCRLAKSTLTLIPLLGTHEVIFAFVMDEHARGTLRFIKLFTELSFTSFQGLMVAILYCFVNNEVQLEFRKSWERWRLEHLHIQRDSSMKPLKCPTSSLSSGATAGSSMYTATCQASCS
#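 qHTS in 1536-well format: reporter HEK293 cells expressing constitutive GLP-1R activity in DMEM + 10% Nu serum, 24 hr with compounds at 37 deg C, luminescence read after 12 min with detection reagent.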
# PTHR1 ag: qHTS for PTHR1 Agonists: Primary Screen; 410,000 tested, 0.075% active; AID 743266, 2014; Parathyroid hormone/parathyroid hormone-related peptide receptor (Homo sapiens), Q03431; HEK293 GP2 PTHR1 cells, GloSensor cAMP luminescence, 1 h; Potency, µM (highest dose often 115 µM), for inactives: at the highest dose activation, hits mostly activators; also: potency is read from the fitted curve at half-maximal effect; nearly all actives have a fitted effect of over 55% in size; some results filed as inactive show a strong effect at the top dose; inactives centre near -15; many of its hits are not listed in these tables
# Target sequence (Q03431 whole entry, looked up): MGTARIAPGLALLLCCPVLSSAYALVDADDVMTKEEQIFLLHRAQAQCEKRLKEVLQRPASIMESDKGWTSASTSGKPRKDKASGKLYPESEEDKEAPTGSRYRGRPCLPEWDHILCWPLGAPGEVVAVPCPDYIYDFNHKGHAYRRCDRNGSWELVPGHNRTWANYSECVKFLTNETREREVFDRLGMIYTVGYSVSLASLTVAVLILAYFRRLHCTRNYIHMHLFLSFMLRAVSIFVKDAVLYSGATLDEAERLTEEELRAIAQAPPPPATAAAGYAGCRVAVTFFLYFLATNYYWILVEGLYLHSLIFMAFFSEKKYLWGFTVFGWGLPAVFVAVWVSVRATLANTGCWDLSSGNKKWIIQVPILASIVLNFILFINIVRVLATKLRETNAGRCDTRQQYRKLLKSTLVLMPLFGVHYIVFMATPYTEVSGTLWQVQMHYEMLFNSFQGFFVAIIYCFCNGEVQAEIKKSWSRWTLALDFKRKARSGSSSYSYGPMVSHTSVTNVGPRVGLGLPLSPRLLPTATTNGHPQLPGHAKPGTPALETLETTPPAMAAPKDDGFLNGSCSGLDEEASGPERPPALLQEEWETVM
#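 HEK-293-derived GP2 cells expressing PTHR1 and a GloSensor cAMP reporter, 3,000/well, plated overnight, given luciferin plus IBMX (each 0.5 mM as added) for 1 h at 37 °C, then compound for 1 h at 37 °C. Luminescence was read after 15 min at room temperature.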
# aSyn yeast inh: qHTS of alpha-syn Inhibitors; Yeast expressing alpha-synuclein, growth rescue, BacTiter-Glo, 24 h; Potency, µM (highest dose often 46.1 µM), for the others: at the top dose growth rescue (activation), actives largely listed as activators; 370,000 tested, 0.14% active; also: potency is read from the fitted curve at half-maximal effect; % of control where 0% means no effect; nearly all actives have a fitted effect of over 65% in size
#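 Readout is rescue of growth in alpha-synuclein-expressing yeast, so inhibitors of toxicity appear as activators. Growth after 24 hr at 30 deg C in galactose medium is quantified by luminescence.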
# TDP-43 yeast inh: qHTS of TDP-43 Inhibitors; AID 652104, 2013; TDP-43 expressing yeast growth rescue, BacTiter-Glo, 24 h; 410,000 tested, 1.8% active; Potency, µM (titrated, usually from 46.1 µM), for inactives: at the highest dose growth rescue (activation), actives largely listed as activators; also: potency is read from the fitted curve at half-maximal effect; % of control where 0% means no effect; nearly all actives have a fitted effect of over 50% in size
#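 Readout is BacTiter-Glo luminescence of cell growth, so inhibitors register as activators. TDP-43-expressing yeast at OD600=0.02 in galactose medium, after raffinose pregrowth to mid-log, were incubated with compound for 24 hr at 30 deg C.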
# HEK293 tox: qHTS of GLP-1 Receptor Inverse Agonists: Cytotox Screen | Potency, µM (highest dose often 38.3 µM), for the others: top-dose activity change, negative = inhibition, most hits filed as inhibitors | 410,000 tested, 0.13% active | HEK293 cAMP-luciferase reporter cells, luminescence, 24 h;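 also: loss of luciferase light is scored as toxicity; potency is read from the fitted curve at half-maximal effect; % is scaled to controls: 0 for no effect and ±100 for the full control effect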
#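 Seeding density was 200 cells/uL; after overnight-length (12 h) culture, 23 nL compounds went on for 24 h at 37 °C. Readout used a luciferase detection reagent, luminescence taken after 12 min at room temperature.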
# Akt phos inh: HTS Assay for Inhibitors of Akt Phophorylation: Primary Screen; Neuro2A IGF-stimulated pAkt S473 HTRF, 20 min; hits give low values; activity change, % for hits at 50 µM; 360,000 tested, 0.32% active; in the data active = activity change below about -80%; inconclusive = mostly about -51% to -80%; also: % is scaled to controls: 0 for no effect and ±100 for the full control effect
#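 Neuro2A cells in DMEM with 0.5% FBS, overnight at 37 deg C, given compound at single 50 µM final, then IGF (6 nM final) for 20 min at 37 deg C. Lysed; phospho-Akt Ser473 by HTRF after 24 h, 665/615 ratio.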
# Abeta yeast res: qHTS for compounds that reverse cellular toxicity of Amyloid beta (A-beta) peptide in yeast: Primary Screen. yeast expressing A-beta42, growth rescue, OD600, 48 h; response scale: 0% DMSO, 100% iron-clioquinol control. Potency, µM (series often up to 46.1 µM), for inactives: at the top dose growth rescue, usual class: activators. 410,000 tested, 0.063% active; also: potency is read from the fitted curve at half-maximal effect; nearly all actives have a fitted effect of over 55% in size
#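 Growth rescue measured by 600 nm absorbance after 48 h yeast culture at 30 C with compound. Values normalized between DMSO and an equimolar ferric chloride plus clioquinol control.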
# Mm-Cpn inhibitor: Inhibitors of TCP-1 ring complex (TRiC) of Methanococcus maripaludis (MmCpn): qHTS; 330,000 tested, 0.031% active; AID 504842, 2011; purified Mm-Cpn ATPase, ADP Transcreener TR-FRET; Potency, µM (series often up to 76.9 µM), for inactives: at the highest dose activity, negative = inhibition, usual class: inhibitors; Chaperonin Mm-Cpn (Methanococcus maripaludis); also: potency is read from the fitted curve at half-maximal effect; % is scaled to controls: 0 for no effect and ±100 for the full control effect; nearly all actives have a fitted effect of over 80% in size
#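 Inhibition of chaperonin ATP hydrolysis is measured as reduced ADP production, detected by competitive TR-FRET in which signal falls with ADP. Final enzyme 25 nM and ATP 10 uM, reacted 30 min at 37°C.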
# FUS yeast rescue: qHTS for Suppressors of FUS Proteinopathy: Primary screen using FUS-linked yeast assay | 390,000 tested, 0.24% active | S. cerevisiae FUS-expressing, growth rescue, OD600, 24 h | Potency, µM (top dose mostly 76.6 µM), without a hit: at the highest dose growth rescue (activation), hits mostly activators;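 also: potency is read from the fitted curve at half-maximal effect; plate controls were DMSO vehicle for no effect and reference control for full effect; nearly all actives have a fitted effect of over 55% in size; some results filed as inactive show a strong effect at the top dose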
#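 FUS-expressing yeast, raffinose-pregrown, induced in 2% galactose minimal medium at OD 0.005; compounds in a dilution series, 24hr at 30C. Growth restoration read as absorbance at 600 nm. CP55940 positive control, DMSO negative.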
# Numbers without * were called inactive; i = inactive; ? = inconclusive; / = not tested or not shown; [ ] = another dose, or the depositor's remark. Unless noted, calls follow the shape of the dose curve; as a rule, active = well fitted curve in the direction sought with a large enough effect; inconclusive = small, poorly fitted or top-dose-only effect, or another doubt; inactive = no such curve, though single readings can be large; an effect the other way counts as inactive or inconclusive.
SMILES,GLP-1R inv ag,PTHR1 ag,aSyn yeast inh,TDP-43 yeast inh,HEK293 tox,Akt phos inh,Abeta yeast res,Mm-Cpn inhibitor,FUS yeast rescue
O=C(OCC(=O)N1CCN(C(=O)c2ccco2)CC1)c1cn(-c2ccccc2)nc1-c1ccccc1,?,i,1%,?,-11%,/,-11%,1%,?
CC[C@]12c3[nH]c4cc(-c5ccco5)ccc4c3CCN1C(=O)[C@@H](CC(=O)NCC13CC4CC(CC(C4)C1)C3)C[C@@H]2C(=O)N1CCN(C(=O)c2ccco2)CC1,?,11%,2%,0%,-28%,i,3%,-2%,?
COc1ccc(CC(=O)Nc2c3c(nn2-c2cccc(C)c2C)CS(=O)(=O)C3)cc1,-20%,-10%[57.5 µM],-12%,-26%,-13%,i,-3%,-1%,13%
CCc1ccccc1NC(=O)CN(c1cc(C(F)(F)F)ccc1Cl)S(=O)(=O)c1ccccc1,?,-24%,/,4%,2%,/,-3%,/,8%
Cc1ccc(CN2C(=O)C3(SCC(=O)N3c3ccc(C)c(C)c3)c3ccccc32)cc1 (stereo not drawn),-14%,-81%[inhibitor],-1%,-6%,2%,/,-34%[inhibitor],/,-14%
COc1ccc2[nH]c3c(c2c1)CCN1C(=O)N([C@@H](C)C(=O)NCCc2ccc(OC)c(OC)c2)C(=O)[C@]31C,3%,-10%,-3%,3%,-13%,i,4%,1%,19%
CCC(C)NCCOCCOc1ccc(F)cc1 (stereo not drawn),0%,-12%,-1%,10%,-13%,i,6%,1%,25%
CC(C)COc1ccc(C2NC(=O)NC2=O)cc1 (stereo not drawn),9%,i,-3%,-17%,8%,i,-20%,0%,9%
CCCN1CCN(C(=O)Cn2ncc3ccccc32)CC1,-9%,-14%,0%,1%,9%,i,3%,0%,-19%
CN(C)C(=O)CCc1ccc2c3c([nH]c2c1)[C@]1(C)[C@@H](C(=O)N2CCCCC2)C[C@H](CC(=O)NCCC2=CCCCC2)C(=O)N1CC3,1%,i,-2%,4%,-2%,i,0%,-2%,36%
CCOC(=O)C1=C(C)Nc2ccccc2N/C1=N\S(=O)(=O)c1cccc(Cl)c1,-27%,-45%[inhibitor],3%[1.84 µM],14%,-10%,i,-3%,0%,21%
COc1cccc2c1OCC(C(=O)O)C2 (stereo not drawn),-11%,-15%,-7%,-13%,-7%,i,-9%,0%,3%
CCOC(=O)N1CCc2c(sc3c2c(=O)n(-c2ccc(F)cc2)c(=O)n3CC(=O)c2ccc(Cl)cc2)C1,-14%,-13%,/,5%,-9%,/,3%,/,12%
Cc1cc(C)c2c(c1)/C(=N/NS(=O)(=O)c1ccccc1)CCC2,-6%,i,-7%,-4%,-2%,i,23%,-2%,-4%
CCn1c(SCC(=O)N/N=C(\C)c2ccncc2)nnc1-c1ccc(C)cc1,?,-20%,4%,-2%,1%,i,-1%,1%,13%
Cc1ccc([N+](=O)[O-])cc1NC(=O)CSc1nncc2ccccc12,8%,-11%,-3%,-2%,-9%,/,-12%,1%,-22%
Cc1ccc2nc(-c3ccccc3)cc(C(=O)N3CC(C)OC(C)C3)c2c1 (stereo not drawn),?,-3%,-16%,5%,4%,i,-11%,-2%,26%
CC(=O)NCCNC(=O)CCNC(=O)c1ccc(Cl)cc1,0%,-9%[57.5 µM],0%,-9%,-8%,i,9%,0%,21%
O=C(O)c1cc2nccc(-c3ccc(F)cc3)n2n1,-1%,i,-3%,-9%,0%,i,1%,1%,5%
CN(NC(=O)c1ccccc1F)c1nc(C(F)(F)F)nc2ccccc12,-60%,i,0%,?,-26%,i,5%,-2%,-2%

# Continued; the last 2 above are carried over.
SMILES,GLP-1R inv ag,PTHR1 ag,aSyn yeast inh,TDP-43 yeast inh,HEK293 tox,Akt phos inh,Abeta yeast res,Mm-Cpn inhibitor,FUS yeast rescue
O=C(O)c1cc2nccc(-c3ccc(F)cc3)n2n1,-1%,i,-3%,-9%,0%,i,1%,1%,5%
CN(NC(=O)c1ccccc1F)c1nc(C(F)(F)F)nc2ccccc12,-60%,i,0%,?,-26%,i,5%,-2%,-2%
O=C(Cn1nc2c(cc1=O)CCCC2)NCc1ccc(Cl)cc1,?,?,/,9%,-18%,/,-18%,/,-16%
NC1=NC(c2ccc(Cl)cc2)C(C(=O)c2ccccc2)N1 (stereo not drawn),?,i,6%,8%,11%,i,5%,0%,9%
CC(O)CSc1nc2c(c(=O)[nH]c(=O)n2C)n1Cc1ccccc1 (stereo not drawn),148%[activator],-13%,-1%,-7%,-5%,i,?,0%,-27%
NC(=O)CSc1nnc(-c2cccnc2)n1CCc1ccccc1,-3%,i,3%,10%,9%,i,6%,-1%,11%
CC1(C(=O)NS(=O)(=O)c2cccc(C#N)c2)CCN1C(=O)Cc1cc(F)ccc1F (stereo not drawn),24%,i,5%,9%,-1%,i,-6%,/,-18%
Cc1ccc(NC2CCCN(C(=O)c3cn(C)c4ccccc34)C2)cc1C (stereo not drawn),?,i,-4%,12%,10%,i,-35%[inhibitor],-2%,/
FC(F)(F)Oc1ccccc1C(c1nnnn1C1CCCCC1)N1CCN(C/C=C/c2ccccc2)CC1 (stereo not drawn),?,4%,8%,-7%,13%,i,-5%,/,12%
COc1ccc(OC(C)C(=O)NCCc2nc3ccccc3[nH]2)cc1 (stereo not drawn),-13%,i,-8%,3%,-12%,i,5%,-3%,4%
COc1ccc2cc(C(=O)Nc3ccc(F)cc3)sc(=O)c2c1OC,16%,i,-18%,7%,-12%,i,-6%,2%,-40%
O=C(Nc1ccc2ccccc2c1)C(c1ccccc1)C1CCCC1 (stereo not drawn),5µM*,-20%,8%,7%,2%,i,-9%,-3%,-13%
CCOc1ccccc1CNC(=O)c1ccc(Sc2ccc(Cl)cc2)c(NC(C)=O)c1,?,i,4%,13µM*,-17%,i,-3%,?,/
Oc1ccc(/C=N/N2CCN(C3c4ccccc4-c4ccccc43)CC2)c(O)c1,?,-3%,-3%,0%,-25%,i,9%,-2%,-6%
Cc1ccc(-c2noc(-c3ccc(NC4CCCC4)c([N+](=O)[O-])c3)n2)cc1,-4%,i,/,-11%,4%,/,-14%,/,-15%
COc1cccc(-c2cc(C(F)(F)F)n3nc(-c4ccc(C)cc4)cc3n2)c1,-8%,?,/,6%,10%,/,-19%,/,12%
O=C(Nc1ccc(-c2nc3cc(NC(=O)c4ccc(F)cc4)ccc3o2)cc1)c1ccc(F)cc1,-8%,-10%,/,17%,-4%,/,11%,/,-21%
Cc1ccc(S(=O)(=O)N2CCN(S(=O)(=O)c3ccccc3)C2c2ccc(N(C)C)cc2)cc1 (stereo not drawn),-21%,i,25%,0%,0%,i,27%,-1%,17%
CCC(=O)N/N=C(\C)CC(=O)Nc1ccc(Cl)cc1,-26%,i,-40%[inhibitor],0%,12%,i,6%,2%,3%
CC(C)Nc1ncnc2c1ncn2[C@H]1CN(Cc2cccnc2)C[C@@H](CO)O1,16%,-9%,5%,18%,3%,/,-16%,/,0%
Cn1c(-c2ccc(CN3CCCCC3)o2)nc2ccccc21,-14%,-31%[57.5 µM],-9%,-7%,-12%,i,-7%,1%,17%
COc1ccc(CN(C)C(=O)Cn2ccsc2=N)cc1OC,2%,i,0%,-22%,-9%,i,-8%,4%,3%
CCc1ccc(C(=O)NN=C2CCCCCC2)s1,14%,-27%,-6%,14%,-10%,i,13%,0%,7%
CCOc1ccc(NC(=O)N2CCN(S(=O)(=O)c3ccc4c(ccn4C)c3)CC2)cc1,?,i,0%,-21%,-10%,/,-18%,/,40µM*
CCOc1ccc(CN2C(=O)c3ccccc3C2=O)cc1C(=O)Nc1nnc(SCC)s1,27%,-13%,4%,-8%,-3%,i,5%,-2%,4%
COc1ccc(C(=O)N2CCCC(c3nc(-c4ccc(C)o4)no3)C2)cc1OC (stereo not drawn),-1%,-29%,1%,-2%,13%,i,-18%,0%,2%
Cc1ccc(NCCc2ccc(C)nc2)cc1,9%,i,-9%,-19%,-3%,i,12%,-1%,2%
COc1ccc(CN2C(=S)NC(C)(C)CC2(C)O)cc1 (stereo not drawn),?,i,6%,?,?,i,19%,0%,-23%
O=C(CCN1C(=O)C2CC=CCC2C1=O)NC1CCCCC1 (stereo not drawn),-1%,-1%,-4%,-1%,1%,i,0%,1%,-15%
CCCC(=O)Nc1ccc(N2CCCCC2)cc1,11%,-14%,-7%,3%,-1%,i,-3%,0%,-9%
COc1cc2c(cc1OC)C(c1cc3cc4c(cc3[nH]c1=O)OCO4)N(C(=O)C1CC1)CC2 (stereo not drawn),75%[activator],-60%[inhibitor][57.5 µM],0%,-5%,-19%,i,22%,0%,37%
O=C(Nc1ccc(C(=O)N2CCOCC2)cc1)C1CCC1,11%,i,0%,20%,-1%,i,-7%,/,-32%
CCCS(=O)(=O)c1nc(S(=O)(=O)c2ccc(C)cc2)c(NC)s1,0%,i,/,9%,6%,/,-12%,/,6%
COCCCN(C(=S)Nc1cccc(Cl)c1)C(C)c1ccncc1 (stereo not drawn),-20%,-8%,3%,17%,-12%,i,19%,3%,5%

# The list is partial, so the mix of outcomes need not match the whole.
